Compound activity deposited in PubChem by National Center for Advancing Translational Sciences (NCATS).
DT40 TDP1 CPT: qHTS for Inhibitors of human tyrosyl-DNA phosphodiesterase 1 (TDP1): qHTS in cells in presence of CPT | chicken DT40 Tdp1-/-;hTDP1 cells + 20 nM CPT, ATP luminescence, 48 h | Potency, µM (highest dose often 46.2 µM), without a hit: at the highest dose activity change, negative = growth inhibition, actives largely listed as inhibitors | actives 12% (n = 420,000); note: nearly all actives have a fitted effect of over 55% in size
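Chicken DT40 Tdp1-/- cells complemented with human TDP1, 400 cells/well, exposed to compounds plus 20 nM camptothecin for at least 48 h at 37 C; viability read as ATP content by CellTiter-Glo luminescence.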
GCN5L2 inh: qHTS Assay for Inhibitors of GCN5L2; GCN5L2 HAT assay, ThioGlo1 CoA-SH fluorescence; Potency, µM (doses to about 58.9 µM), for inactives: top-dose activity change, negative = inhibition, usual class: inhibitors; AID 504327, 2011; Histone acetyltransferase KAT2A (Homo sapiens), Q92830; actives 0.21% (n = 390,000)
Target sequence (Q92830 whole entry, looked up): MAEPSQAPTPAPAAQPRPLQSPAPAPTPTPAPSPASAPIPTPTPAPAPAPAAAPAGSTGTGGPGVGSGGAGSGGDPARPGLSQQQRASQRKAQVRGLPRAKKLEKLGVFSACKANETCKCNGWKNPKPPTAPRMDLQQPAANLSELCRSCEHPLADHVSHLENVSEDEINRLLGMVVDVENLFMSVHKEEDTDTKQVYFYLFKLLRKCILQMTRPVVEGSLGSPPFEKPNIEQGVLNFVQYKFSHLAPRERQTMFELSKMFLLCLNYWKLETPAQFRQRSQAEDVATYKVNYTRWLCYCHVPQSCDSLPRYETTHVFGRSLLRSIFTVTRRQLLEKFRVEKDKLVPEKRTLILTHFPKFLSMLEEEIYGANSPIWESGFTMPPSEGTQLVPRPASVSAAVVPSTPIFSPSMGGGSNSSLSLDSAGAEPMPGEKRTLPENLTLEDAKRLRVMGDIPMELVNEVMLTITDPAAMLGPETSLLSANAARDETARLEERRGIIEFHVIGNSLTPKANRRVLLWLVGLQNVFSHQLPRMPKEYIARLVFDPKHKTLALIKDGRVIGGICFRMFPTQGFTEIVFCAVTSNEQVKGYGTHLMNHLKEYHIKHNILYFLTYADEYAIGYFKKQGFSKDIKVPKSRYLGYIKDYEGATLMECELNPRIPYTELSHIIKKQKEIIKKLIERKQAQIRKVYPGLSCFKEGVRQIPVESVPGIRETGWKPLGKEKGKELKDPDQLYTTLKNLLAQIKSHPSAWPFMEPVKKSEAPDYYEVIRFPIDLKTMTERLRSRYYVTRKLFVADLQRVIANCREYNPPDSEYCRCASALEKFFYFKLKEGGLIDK
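Compounds, pin-transferred from DMSO stocks, meet 20nM GCN5L2 for 15 min before the reaction begins with H3(1-25) peptide (75uM) and acetyl-CoA (70uM). Thiol-reactive ThioGlo1 reports CoA release over 20 min at room temperature.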
DT40 TDP1 no CPT: qHTS for Inhibitors of human tyrosyl-DNA phosphodiesterase 1 (TDP1): qHTS in cells in absence of CPT; AID 686978, 2013; actives 15% (n = 420,000); Potency, µM (doses to about 46.2 µM), for inactives: at the highest dose activity change, negative = growth inhibition, actives largely listed as inhibitors; DT40 Tdp1-/- hTDP1 cells, no CPT, ATP luminescence, 48 h; note: nearly all actives have a fitted effect of over 55% in size
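A cellular qHTS used chicken DT40 cells lacking endogenous Tdp1 but carrying stably transfected human TDP1. Compounds were applied without camptothecin, and cell growth kinetics were judged by ATP-dependent luminescence after ≥48 hr.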
Active calls of the source: *; ? = inconclusive; · = no result given; & = joins results of further samples; [ ] = dose if it differs, or a comment. Calls come from the whole dose curve; as a rule, active = well fitted curve in the direction sought with a large enough effect; inconclusive = small, poorly fitted or top-dose-only effect, or another doubt; inactive = no such curve, though single readings can be large; an effect the other way counts as inactive or inconclusive. % is set by controls: 0 for no effect and ±100 for the full control effect; potency is the fitted concentration of half-maximal effect.

mol | DT40 TDP1 CPT | GCN5L2 inh | DT40 TDP1 no CPT
O=C(NCC1CCCO1)C1CCN(C2CCN(C3CCCCCC3)CC2)CC1 (stereo unspecified) | -18% | ? | -15%
Cc1ccc(OC(=O)c2cc(-c3ccc4c(c3)OCCO4)on2)cc1C | -2% | -5% | -14%
CC12CCC(=O)N1C(C(=O)Nc1nc(-c3ccccc3Cl)cs1)CS2 (stereo unspecified) | ? | ? | ?
C/C(CCN1CCc2nc(-c3ccccc3)c(-c3ccccc3)cc2C1)=N\O[C@@H](C)c1cc(-c2c(C)cc(C)cc2C)no1 | ? | -9% | ?
Cc1ccc(-c2nc3ccccn3c2Nc2ccc(F)cc2)o1 | ? | · | ?
CCC(=O)c1ccc(OCc2ccc(C(=O)c3ccccc3)cc2)cc1 | 6.5µM* | 30% | 8.2µM*
C=CCn1c(SCC(=O)N(CCOC)c2c(N)n(CCCC)c(=O)[nH]c2=O)nnc1-c1ccc(Cl)cc1 | 17% | -3% | -3%
NC(=O)CC(NC(=O)c1ccc(Br)cc1)c1ccc(N2CCN(c3ccc(F)cc3)CC2)c([N+](=O)[O-])c1 (stereo unspecified) | 26µM* | -2% | 23µM*
CSCCC(N=CC1=C(O)CC(C)(C)CC1=O)C(=O)O (stereo unspecified) | 4% | -3% | -6%
Cc1nc(N2CCCC2)ncc1C(=O)Nc1ccc(OC(F)(F)F)cc1 | ? | -4% | -26%
COc1cccc2c(Cl)c(CCCl)c(C)nc12 | -28% | -26% | ?
O=C(CN1CCN(C(=O)c2ccc(OCc3cn4ccccc4n3)cc2)CC1)Nc1cccc(F)c1 | 23µM* | -6% | 15µM*
COc1cccc(NC(=S)N(Cc2cccc(Br)c2)CC2CCC(C(=O)O)CC2)c1 (stereo unspecified) | ? | 0% | -23%
COc1ccc(CN2CCC(C(=O)NC(c3ccc4c(c3)OCO4)c3ccccn3)CC2)cc1 (stereo unspecified) | 4% | · | -16%
CC(=O)N1c2ccc(S(=O)(=O)NCCC(=O)NCc3ccc(N(C)C)cc3)cc2CC1C (stereo unspecified) | ? | -5% | ?
O=C(NN1C(=O)C2C3C=CC(O3)C2C1=O)c1ccccc1 (stereo unspecified) | 1% | -2% | 7%
COc1ccc(CN2CCc3ccccc3C2)c(OC)c1OC | ? | 0% | -27%
O=S1(=O)CCC(NC(=S)N2CCCCC2)C1 (stereo unspecified) | 4% | 1% | -26%
Cc1cccc(Nc2sc(C(=O)c3ccc(Cl)cc3)c(N)c2C(N)=O)c1 | -13% | 0% | -11%
CCc1cnc(Nc2nc(C(N)Cc3ccc(Cl)cc3)cs2)nc1 (stereo unspecified) | ? | · | ?

An excerpt of these results, as labelled records:
canonical_smiles: C=CCn1c(SCC(=O)N(CCOC)c2c(N)n(CCCC)c(=O)[nH]c2=O)nnc1-c1ccc(Cl)cc1
  DT40 TDP1 CPT: 17%
  GCN5L2 inh: -3%
  DT40 TDP1 no CPT: -3%
canonical_smiles: NC(=O)CC(NC(=O)c1ccc(Br)cc1)c1ccc(N2CCN(c3ccc(F)cc3)CC2)c([N+](=O)[O-])c1 (stereo unspecified)
  DT40 TDP1 CPT: 26µM*
  GCN5L2 inh: -2%
  DT40 TDP1 no CPT: 23µM*
canonical_smiles: CSCCC(N=CC1=C(O)CC(C)(C)CC1=O)C(=O)O (stereo unspecified)
  DT40 TDP1 CPT: 4%
  GCN5L2 inh: -3%
  DT40 TDP1 no CPT: -6%
canonical_smiles: Cc1nc(N2CCCC2)ncc1C(=O)Nc1ccc(OC(F)(F)F)cc1
  DT40 TDP1 CPT: ?
  GCN5L2 inh: -4%
  DT40 TDP1 no CPT: -26%

Following part:
mol | DT40 TDP1 CPT | GCN5L2 inh | DT40 TDP1 no CPT
Cc1ccccc1C(=O)NNC(=O)C12CC3CC(CC(C3)C1)C2 | 2% | 0% | -25%
FC(F)Sc1ccc(N=C2NN=C(c3ccc4c(c3)OCCO4)CS2)cc1 | 18µM* | 2% | 21µM*
Oc1ccccc1C=NN=C1c2ccccc2-c2ccccc21 | -20% | · | -16%
Cc1ccc(NC(=O)C(C)Sc2nc(=O)cc(N)n2-c2cccc(C)c2)cc1 (stereo unspecified) | -10% | -4% | -22%
COc1ccc(CNc2nc(-c3cccnc3)nn2C(=O)C(C)C)cc1 | ? | 1% | -23%
CCS(=O)(=O)N1CC(=O)N(c2ccc(C)c(C)c2)C(C)(C(=O)NC2CCCCCC2)C1 (stereo unspecified) | ? | -4% | -29%
Nc1ncnc2c1ncn2[C@@H]1O[C@H](CNC(=O)[C@@H](N)Cc2ccccc2)[C@@H](O)[C@H]1O | 10% | -1% | 3%
Cc1ccc(-n2c(-c3ccccc3)n[nH]c2=S)c(C)c1 | ? | -6% | 3%
CC(=O)c1ccc(NC(=O)C2CCCN2S(=O)(=O)c2ccc(F)cc2)cc1 (stereo unspecified) | -1% | -4% | -22%
COc1ccc(N2C(=O)c3ccc(NC(C)=O)cc3C2=O)cc1 | 1% | -3% | 1%
C/C(=N\NC(=O)c1ccn(C)n1)c1ccc(NC(=O)C2CCCC2)cc1 | -14% | -1% | 18µM*
CCCC(=O)Nc1ccc2c(c1)nc(CN1CCN(C(C)=O)CC1)n2C | -6% | -4% | -14%
CN1C(=O)C2(NC(=O)c3ccccc3N2C)c2ccccc21 (stereo unspecified) | -5% | 0% | 15%
Cc1noc(/C=C/c2cccs2)c1S(=O)(=O)N1CCC(C(=O)Nc2ccc(F)c(Cl)c2)CC1 | 13µM* | -7% | 15µM*
COc1ccc(NC(=O)c2ccc3nc(CCc4ccccc4)oc3c2)cc1 | ? | -4% | ?
COc1ccc2c3c(cccc13)C(=O)CC2 | 18µM* | -29% | 21µM*
COc1ccc(-c2[nH]c3c(c2-c2c(-n4cccc4)n(C)c(=O)[nH]c2=O)c(=O)[nH]c(=O)n3C)cc1F | 5% | 2% | -16%
Cc1ccc(NC(=O)OCCNC(=O)OC(C)C)cc1 | 1% | -2% | ?
Nn1c(CSc2ccccn2)nc2ccccc2c1=O | -1% | -3%[0.501 µM] | ?
O=C(N/N=C/c1cc([N+](=O)[O-])ccc1O)c1c[nH]c2ccccc12 | ? | -3% | ?
CN(C)S(=O)(=O)c1cccc(NC(=O)COc2ccc3ccccc3c2)c1 | ? | -3% | ?
CC(C)N(C)c1ncnc2c1ncn2[C@H]1CN(C2CCCC2)C[C@@H](CO)O1 | -23% | · | -25%
Cc1cc(NC(=O)C(C)C)ncc1NC(=O)c1ccccn1 | ? | 3% | 2%
COc1ccc(/C=N/NC(=O)c2ccc(-n3cnnn3)cc2)cc1 | -7% | -1% | -8%
Cc1ccc(OCCC(=O)OCC(=O)N2CCN(S(=O)(=O)c3ccc(C)cc3C)CC2)cc1 | ? | -4% | ?
Cc1ccc(C)c(OCCC(=O)N2CCN(S(=O)(=O)c3cc(C)ccc3C)CC2)c1 | ? | -6% | ?
O=C(NCc1cccnc1)C1CCC(c2ccc(Cl)cc2)CC1 (stereo unspecified) | ? | -10% | 16µM*
CC(C)n1cc(C(=O)NC2CC(C)(C)Cc3c2cnn3-c2ccccc2)cn1 (stereo unspecified) | -23% | -3% | -20%
Cc1cccc(-c2nc3ccccc3c(=O)n2NC(=O)/C=C/c2ccc([N+](=O)[O-])cc2)c1 | -5% | -2% | -7%
Cc1c(Cc2ccccc2)c(=O)oc2c(C)c(OCC(=O)NCc3ccccn3)ccc12 | ? | -1% | -17%
CC(C)CCn1cnc2c(sc3nc4c(cc32)CSC(C)(C)C4)c1=O | ? | -8% | 16µM*
O=C1Cn2nnc(-c3ccccc3)c2C2c3ccccc3CCN12 (stereo unspecified) | ? | · | ?
Cc1cccc(Cc2c(C)nc3nc(SCC(=O)NCc4ccco4)nn3c2C)c1 | ? | 2% | ?
COc1cccc2cc(C(=O)Nc3ccccc3C)/c(=N/NS(=O)(=O)c3ccccc3)oc12 | -6% | -4% | 21%
O=C1c2cccnc2Nc2ccccc2N1CCCF | -1% | -5% | -20%
CCn1cc(C(=O)O)c(=O)c2cnc(N3CCN(C(=S)NC(=O)c4ccccc4Cl)CC3)nc21 | 1% | -2% | -12%
O=C(NCc1cccs1)C1C(=O)Nc2ccccc2C(=O)N1C1CCCC1 (stereo unspecified) | -3% | · | -6%
CCCOc1cccc(C(=O)N(Cc2cccs2)C2CCS(=O)(=O)C2)c1 (stereo unspecified) | ? | -1% | ?
COc1ccc(C2CC(=O)Nc3cc(OC)c(OC)cc32)cc1Br (stereo unspecified) | -16% | -3% | -8%
CCOC(=O)N1CCC(NC(=O)c2cnn3ccccc23)CC1 | -1% | -2% | -6%
Cc1cc(C)cc(NS(=O)(=O)c2csc(C(N)=O)c2)c1 | 2% | -10% | -25%
O=C(CN1C(=O)COc2ccc(Cl)cc21)N1CCOCC1 | 14% | 0% | 8%
CCOC(=O)C1CCCN(C(=O)c2cn(C)c(=O)c3cc(OC)c(OC)cc23)C1 (stereo unspecified) | -7% | 0% | -28%
CCOC(=O)c1c(NC(=O)C2Cc3ccccc3C(=O)O2)sc2c1CCCC2 (stereo unspecified) | -6% | · | 2%
COc1ccc(OC)c(NC(=O)CS(=O)(=O)c2ccccc2)c1 | 3% | 0% | -6%
O=C(CCN1C(=O)c2ccccc2C1=O)Nc1cccnc1 | 5% | -4% | 1%
CCN(CC)c1ccc(N2C(=NC(=O)C3CCCO3)SC3CS(=O)(=O)CC32)cc1 (stereo unspecified) | -1% | -12% | 15%
O=C(OCC(=O)c1cccs1)c1ccc(NC(=O)c2ccco2)cc1 | 2% | -9% | -20%
O=C(NCc1ccc2c(c1)OCO2)C1CC(=O)N(CCc2ccccc2)C1 (stereo unspecified) | ? | 0% | -17%
C=CCn1c(CNc2ccccc2)nnc1SCC(=O)N/N=C/c1ccc(O)cc1O | 18µM* | -19% | ?
CCOC(=O)c1c(C)[nH]c(C(=O)OCc2ccccc2)c1C | -22% | -5% | ?
Cc1ccc(NC(=O)c2ccc3c(c2)CCN3S(C)(=O)=O)c(C)c1 | -3% | -24% | -30%
S=C(NCCc1ccccn1)Nc1cccc(Cl)c1 | ? | -8% | ?
O=C(CCCOc1ccc(Cl)cc1Cl)Nc1ccc(O)cc1C(=O)O | 14% | 2% | 0%
Cn1c(=O)c2[nH]c(SCC(=O)c3ccc(F)cc3)nc2n(C)c1=O | -3% | -14% | -17%
COc1ccc(O)c(CN2CCC(n3nccc3NC(=O)c3ccccc3Cl)CC2)c1 | ? | 0% | ?
Cc1cnc(C(=O)Nc2ccc(C)c(S(=O)(=O)N3CCCCC3)c2)cn1 | -2% | -1% | -21%
CN(Cc1ccccc1)C(=O)c1cccc(NC(=O)Cc2ccc(NC(=O)C3CCN(C(=O)C4CCCCC4)CC3)cc2)c1 | -26% | · | -21%
CC(=O)c1c(OCC(=O)O)ccc2c(C)cc(=O)oc12 | -21% | · | -1%
COc1ccc2c(OC)c3ccoc3nc2c1OC | -2%&0% | ? | ?

(continued)
mol | DT40 TDP1 CPT | GCN5L2 inh | DT40 TDP1 no CPT
CN(C(=O)Nc1ccccc1)n1cnc2ccccc2c1=O | -1% | 2% | -1%
Cc1ccc(/C=C2\SC(=S)N(c3c(C)n(C)n(-c4ccccc4)c3=O)C2=O)cc1 | ? | -8% | -19%
Cc1ccc(C)c(S(=O)(=O)N2CCN(C(=O)C(C)Sc3ccccc3)CC2)c1 (stereo unspecified) | ? | -1% | ?
CCN/N=C(\Cc1nc2ccccc2[nH]1)c1ccccc1 | 8% | -9% | -14%
COC(=O)\C(C(C)=O)=C(/C=C/C=C/C=C/N(C)C)N(C)C | ? | -30% | 21µM*
Cc1noc(C)c1COC(=O)c1csc2c1CCCC2 | 9% | -5% | -19%
CCOC(=O)/C=C1/SCC(=O)N1CC(=O)NC12CC3CC(CC(C3)C1)C2 | ? | · | 21µM*
Cc1sc2nc(SCc3nc(-c4ccccc4)no3)n(-c3ccccc3)c(=O)c2c1C | -3% | -12% | 1%
CS(=O)(=O)n1nc(-c2ccc(Cl)cc2)nc1SCc1ccccc1 | ? | -5% | ?
Cc1nnc(SCC(=O)Nc2ncc(Cc3ccc(F)cc3)s2)n1N | -10% | 3% | -13%
Cc1ccc(/C=C2/SC(=O)NC2=S)o1 | -24% | ? | -18%
CN(C)S(=O)(=O)c1ccc2nnn(OCC(=O)NC34CC5CC(CC(C5)C3)C4)c2c1 | ? | -3% | 26µM*
CC(=O)c1cccc(NS(=O)(=O)c2c(C)nc3sc(C)cn3c2=O)c1 | 18µM* | -10% | 15µM*
CCOC(=O)c1c(C)oc2cc(Br)c(OC)cc12 | -2% | -1% | 0%
C=CCN(CC=C)S(=O)(=O)c1ccc(NC(=S)NC(=O)Cc2ccc(OC)cc2)cc1 | ? | -12% | 21µM*
